GSIS activator = GLuc luminescence reporter in INS-1E cells, primary screen for activators of glucose-dependent secretion of insulin; activation, % at 16.6 µM; AID 743287, 2014; INS-1E GLuc reporter insulin secretion, 2-3 h; actives 0.61% (n = 370,000);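 active = lowest replicate activation of at least 40%, so every replicate reaches that level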;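 note: 0% = median of neutral control wells and 100% = median of IBMX positive control wells; some compounds called inactive have numbers as strong as hits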
ARNT TACC3 PPI = disruptors of ARNT/TACC3 protein interaction, primary screen, biochemical, AlphaScreen, single concentration; inhibition, % at 9.99 µM; AlphaScreen His-ARNT PAS-B/GST-TACC3 binding, luminescence; TACC3 fragment carries E629A point mutation; AID 623870, 2012; Transforming acidic coiled-coil-containing protein 3 (Homo sapiens), Q9Y6A5; actives 0.66% (n = 390,000);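 active = mean inhibition of replicates at least 50% and at least half of replicates each reaching 50%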;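 note: 0% = complete ARNT plus TACC3 wells and 100% = ARNT alone without TACC3; many hits fall short of the cut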
XiGFP reactiv = activators of inactive X chromosome reactivation, primary screen, imaging, XiGFP fibroblasts, GFP high-content imaging, set 2. XiGFP mouse fibroblasts, % GFP-positive cells imaging, 3 d; cells co-treated with 5-aza-dC sensitizer; scaled so ellipticine positive control = 100%. activation, % at 7.58 µM. actives 0.055% (n = 360,000). AID 743238, 2013;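 active = mean normalized replicate activation at least 10% and every replicate at or above 10%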;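 note: 0% = median of on-plate neutral control wells and 100% = ellipticine 6 µM median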
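Schedule: 3 d treatment, 15 min room-temperature fixation; system: 68-5-11 XiGFP fibroblast line; buffer or medium: DMEM plus 5-aza-dC sensitizer; control set: ellipticine 6 µM positive control; compound: one concentration, pinned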
An asterisk follows results filed as active. An excerpt; the hit share may differ from the screen's.

SMILES	GSIS activator	ARNT TACC3 PPI	XiGFP reactiv
CN(CC(=O)N1CCN(c2cccc(Cl)c2)CC1)S(=O)(=O)c1cnc[nH]1	-5.5	-4.7	0.5
O=C(Nc1ccc(OC(F)F)c(Cl)c1)[C@@H]1CCCN1C(=O)c1cccs1	11.8	-1.4	-0.1
O=C(NC(=S)N1CCCCC1)c1cccs1	21.8	-2.8	0.1
CNC(=S)N(CCc1ccc(OC)c(OC)c1)Cc1cc2c(C)cc(C)cc2[nH]c1=O	2.7	-3.3	0.3
COc1ccc(OCCC(=O)OCC(=O)NCc2ccccc2)cc1	9.7	-7.8	0.0
Nc1nc(CSc2ncn[nH]2)nc(Nc2ccc(F)cc2)n1	20.0	-0.5	0.0
Cc1cc(C)cc(N(CCC(=O)Nc2nnc(C)s2)S(=O)(=O)c2ccc(Cl)cc2)c1	-25.7	0.5	0.0
N#Cc1ccc(C(=O)Nc2cccc3ncccc23)c(F)c1	9.5	-8.4	0.1
CCN(CC1COc2ccccc2O1)S(=O)(=O)c1ccc(C)cc1 (stereo unspecified)	-23.4	-6.1	0.0
CC1=C(OC(=O)C(C)(C)C)C(C)(C)C(c2ccccc2)OC1=O (stereo unspecified)	3.5	4.5	0.0
O=C(CNC(=O)c1ccccc1)OCc1ccc([N+](=O)[O-])cc1	-1.2	10.8	0.2
COc1ccc(NC(=O)Cc2ccc(C)cc2)c([N+](=O)[O-])c1	-6.9	0.0	-0.2
CC1CCC(C(C)C)C(OC(=O)COC(=O)c2ccc(N)cc2)C1 (stereo unspecified)	-7.5	-13.0	0.0
Cc1ccc2nc(-c3ccc(NS(=O)(=O)c4ccc(F)c(F)c4)cc3)sc2c1	-31.0	-3.0	0.2
O=C(Nc1ccc(F)cc1)Nc1cc(OCC(F)(F)F)cc(OCC(F)(F)F)c1	127.6*	2.9	1.1
CC(NC(=O)CSCc1ccccc1Br)c1ccccc1 (stereo unspecified)	-19.4	-4.7	0.0
CCCN(CC(=O)Nc1cc(Cl)ccc1Cl)C(=O)/C=C/c1ccco1	7.4	-5.3	0.0
CC(C)(C)N=C1C([N+](=O)[O-])=CC=C2C1=NC1(CCCCC1)N2O	25.1	6.3	0.2
O=C(/C=C/c1ccc(F)cc1)NCc1cccs1	6.7	-10.5	0.0
COc1ccc(/C=N/NC(=O)c2cc(-c3cccn3C)n[nH]2)cc1OC	6.9	1.8	0.2
O=C(CNc1ccccc1)N/N=C/c1c[nH]c2ccccc12	-11.0	5.8	0.0
Oc1[nH]c(=S)sc1/C=C1\C(c2ccccc2)=Nc2ccccc21	0.9	0.8	3.3
Cc1ccc(-n2c(-c3nn(C)cc3Cl)n[nH]c2=S)cc1	16.2	-4.6	0.0
c1ccc(NCc2nc3ccccc3n2CCOc2ccccc2)cc1	-22.2	-12.9	0.0
O=c1c2cccnc2[nH]c(=S)n1Cc1ccccc1	38.6	-3.1	0.2
O=C1NC2(CCCCCC2)C(=O)N1Cc1ccc([N+](=O)[O-])cc1	-4.2	-8.7	-0.1
CN(C)S(=O)(=O)c1cc(NC(=O)[C@H](Cc2ccccc2)N2C(=O)c3ccccc3C2=O)ccc1Cl	-27.9	-8.6	0.1
CCOc1ccc(S(=O)(=O)Nc2cc(S(=O)(=O)N(CC)CC)ccc2N2CCCC2)cc1	-47.1	18.0	0.1
CCOC(=O)c1c(NC(=O)C(=O)N/N=C/c2ccc(O)c(OC)c2)sc2c1CCCCC2	-20.4	-0.2	0.0
CC(OC(=O)c1ccccc1NS(=O)(=O)c1cccc(C(F)(F)F)c1)C(=O)N(C)Cc1ccccc1 (stereo unspecified)	-2.9	-2.5	0.0
O=S(N1CCCCC1)C12CC3CC(CC(C3)C1)C2 (stereo unspecified)	10.4	-5.3	0.0
N#Cc1ccc(-c2ccc(OCC(=O)NCCc3ccccc3)cc2)cc1	-10.3	0.5	0.4
CCOC(=O)c1c(C)[nH]c(C(=O)COC(=O)/C=C/c2ccc3c(c2)OCO3)c1C	59.4*	15.0	0.0
CC(C)(C)C(=O)Nc1ccc(C(=O)N/N=C/c2ccccc2OC(=O)c2ccc(Cl)cc2)cc1	0.1	0.3	0.2
CC(OC(=O)CC(NC(=O)c1ccccc1Cl)c1ccccc1)C(=O)Nc1cccc(Cl)c1Cl (stereo unspecified)	10.2	-4.0	0.3
O=C(O)c1cc([N+](=O)[O-])ccc1NCCO	-0.6	-2.9	0.1
CCNc1nc(NCC)n2c(SCC(=O)Nc3ccccc3[N+](=O)[O-])nnc2n1	24.5	0.5	-0.1
O=C(COC(=O)/C=C/c1ccccc1)NCc1ccc(Cl)cc1	-1.8	-2.1	1.1
OCCC1CN(Cc2ccc3nsnc3c2)CCN1CCc1ccccc1 (stereo unspecified)	-1.8	-1.7	0.1
CCOC(=O)c1sc2nc(N3CCOCC3)c3c(c2c1N)CC(C(C)C)OC3 (stereo unspecified)	12.9	-8.9	0.0

3 compounds from above, sorted by their value in GSIS activator, descending:
structure	GSIS activator	ARNT TACC3 PPI
CCNc1nc(NCC)n2c(SCC(=O)Nc3ccccc3[N+](=O)[O-])nnc2n1	24.5	0.5
CC(OC(=O)c1ccccc1NS(=O)(=O)c1cccc(C(F)(F)F)c1)C(=O)N(C)Cc1ccccc1 (stereo unspecified)	-2.9	-2.5
c1ccc(NCc2nc3ccccc3n2CCOc2ccccc2)cc1	-22.2	-12.9

(cont.)
SMILES	GSIS activator	ARNT TACC3 PPI	XiGFP reactiv
Cc1nn(-c2ccccc2)c(Cl)c1/C=N/Nc1ccc(Cl)c(C(=O)O)c1	-7.6	0.2	0.6
C#CCSc1nc2[nH]ncc2c(=O)[nH]1	15.3	-1.3	0.0
COc1cccc(NC(=O)Nc2ccncc2)c1	20.6	7.9	0.0
Cc1cccc(N2C(=N)SCC2=O)c1C	-3.2	-5.9	0.4
Cc1ccccc1Nc1nc(N)nc(COC(=O)c2cccc(S(=O)(=O)N(C)c3ccccc3)c2)n1	-12.3	-1.9	0.2
CC1CC(=O)NN=C1c1ccc(N)c([N+](=O)[O-])c1 (stereo unspecified)	33.9	2.7	0.0
CCCCC(O)(CCCC)C(=O)NN(C(=O)OCC)c1ccccc1	7.3	0.9	0.2
COc1cccc(Nc2ccc(Nc3cccc(OC)c3)nn2)c1	-8.6	12.8	0.2
CSc1ccccc1NC(=O)Cc1ccc(Br)cc1	3.3	-10.1	0.0
Cc1ccnc(NC(=S)NC(=O)c2ccco2)c1	34.7	-1.6	-0.2
O=C(NCc1ccco1)C(=O)NCC1OCCCN1S(=O)(=O)c1ccccc1 (stereo unspecified)	7.3	-4.4	0.1
CCOC(=O)N1CCN(S(=O)(=O)c2ccc(C(=O)Nc3nnc(C4CC4)o3)cc2)CC1	32.1	61.2*	0.0
COc1ccc(/C=C/C(=O)c2ccncc2)c2ccccc12	-10.1	0.9	0.3
Cc1cc(C)cc(N(C(=O)c2cc3ccccc3oc2=O)C2C=CS(=O)(=O)C2)c1 (stereo unspecified)	17.3	-4.0	0.3
CCOc1ccc(Br)cc1CSC(=N)N	5.1	-6.6	0.1
O=C(O)c1ccc(NS(=O)(=O)c2ccc3c(c2)C(=O)c2cc(S(=O)(=O)Nc4ccc(C(=O)O)cc4)ccc2-3)cc1	12.3	1.6	0.0
CCC(=O)Nc1ccc(Nc2nc(C)c([N+](=O)[O-])c(Nc3ccc(NC(=O)CC)cc3)n2)cc1	-13.8	-5.2	-0.1
Cc1ccc(CN(Cc2ccco2)S(=O)(=O)c2ccc(S(=O)(=O)NCC3CCCO3)cc2)cc1 (stereo unspecified)	-25.8	-9.6	0.1
O=C(COC(=O)/C=C/c1cccc(Cl)c1)NCCC1=CCCCC1	-6.1	0.4	0.0
COc1ccc(OC)c(N/C(C)=C/C(=O)c2ccccc2)c1	7.6	6.2	0.0

For convenience, part of the list above:
SMILES	GSIS activator	ARNT TACC3 PPI	XiGFP reactiv
O=C(O)c1cc([N+](=O)[O-])ccc1NCCO	-0.6	-2.9	0.1
CCNc1nc(NCC)n2c(SCC(=O)Nc3ccccc3[N+](=O)[O-])nnc2n1	24.5	0.5	-0.1
O=C(COC(=O)/C=C/c1ccccc1)NCc1ccc(Cl)cc1	-1.8	-2.1	1.1
OCCC1CN(Cc2ccc3nsnc3c2)CCN1CCc1ccccc1 (stereo unspecified)	-1.8	-1.7	0.1
CCOC(=O)c1sc2nc(N3CCOCC3)c3c(c2c1N)CC(C(C)C)OC3 (stereo unspecified)	12.9	-8.9	0.0
Cc1nn(-c2ccccc2)c(Cl)c1/C=N/Nc1ccc(Cl)c(C(=O)O)c1	-7.6	0.2	0.6
C#CCSc1nc2[nH]ncc2c(=O)[nH]1	15.3	-1.3	0.0
COc1cccc(NC(=O)Nc2ccncc2)c1	20.6	7.9	0.0
Cc1cccc(N2C(=N)SCC2=O)c1C	-3.2	-5.9	0.4
Cc1ccccc1Nc1nc(N)nc(COC(=O)c2cccc(S(=O)(=O)N(C)c3ccccc3)c2)n1	-12.3	-1.9	0.2
CC1CC(=O)NN=C1c1ccc(N)c([N+](=O)[O-])c1 (stereo unspecified)	33.9	2.7	0.0
CCCCC(O)(CCCC)C(=O)NN(C(=O)OCC)c1ccccc1	7.3	0.9	0.2
COc1cccc(Nc2ccc(Nc3cccc(OC)c3)nn2)c1	-8.6	12.8	0.2
CSc1ccccc1NC(=O)Cc1ccc(Br)cc1	3.3	-10.1	0.0
Cc1ccnc(NC(=S)NC(=O)c2ccco2)c1	34.7	-1.6	-0.2
O=C(NCc1ccco1)C(=O)NCC1OCCCN1S(=O)(=O)c1ccccc1 (stereo unspecified)	7.3	-4.4	0.1
CCOC(=O)N1CCN(S(=O)(=O)c2ccc(C(=O)Nc3nnc(C4CC4)o3)cc2)CC1	32.1	61.2*	0.0
COc1ccc(/C=C/C(=O)c2ccncc2)c2ccccc12	-10.1	0.9	0.3
Cc1cc(C)cc(N(C(=O)c2cc3ccccc3oc2=O)C2C=CS(=O)(=O)C2)c1 (stereo unspecified)	17.3	-4.0	0.3
CCOc1ccc(Br)cc1CSC(=N)N	5.1	-6.6	0.1
O=C(O)c1ccc(NS(=O)(=O)c2ccc3c(c2)C(=O)c2cc(S(=O)(=O)Nc4ccc(C(=O)O)cc4)ccc2-3)cc1	12.3	1.6	0.0
CCC(=O)Nc1ccc(Nc2nc(C)c([N+](=O)[O-])c(Nc3ccc(NC(=O)CC)cc3)n2)cc1	-13.8	-5.2	-0.1

Following part:
SMILES	GSIS activator	ARNT TACC3 PPI	XiGFP reactiv
Cc1ccc(/C=C/C(=O)N2CCN(Cc3ccccc3)CC2)o1	-13.0	-4.0	-0.1
COc1cc(NC(=O)C2=C(N3CCOCC3)/C(=C\c3ccc(N(C)C)cc3)CCC2)cc(OC)c1OC	-25.9	17.6	0.3
O=C(NC(=S)Nc1cccnc1)c1cc2ccccc2o1	41.2	-2.0	0.1
CCOC(=O)C1(C(F)(F)F)N=C(C(F)(F)F)Nc2ccc(F)cc21 (stereo unspecified)	9.3	-4.2	-0.1
COc1cc(/C=N/Nc2cccc(C)c2)ccc1OC(=O)c1cccs1	-9.0	-1.8	0.4
Cc1[nH]nc2c1C(c1ccc(-c3ccc(Cl)cc3)o1)C(C#N)=C(N)O2 (stereo unspecified)	-38.5	-2.1	0.0
COc1ccc(C(=O)NC(=S)NCc2cccnc2)cc1[N+](=O)[O-]	30.1	-4.0	0.0
CN(C)c1cccc(C(=O)OCC(=O)Nc2ccccc2-c2ccccc2)c1	6.7	-13.1	0.0
Cc1cccc(OCCN2C(=O)C(=O)c3cccc(C)c32)c1	-2.1	-9.6	0.5
O=C(c1ccccc1[N+](=O)[O-])N1CCCN(C(=O)c2ccccc2[N+](=O)[O-])CC1	-6.1	-2.0	0.1
O=C(NC(=S)Nc1ccc(S(=O)(=O)Nc2nccs2)cc1)c1ccc(F)c(F)c1	-17.3	5.0	-0.1
COc1ccc(-c2cc(C(=O)N3CCN(c4ncccn4)CC3)c3ccccc3n2)c(OC)c1	6.4	-7.6	0.1
CCCCCOc1ccc(NC(=O)C2OC3OC(C)(C)OC3C3OC(C)(C)OC23)cc1 (stereo unspecified)	14.5	9.2	0.0
Cc1cccc(C(=O)NC(=S)NNC(=O)c2ccc(Cl)cc2)c1	-9.1	1.0	0.0
CCCc1nc2c([nH]1)C(c1cccnc1)C(C#N)=C(N)O2 (stereo unspecified)	8.1	-4.0	-0.3
CCOC(=O)c1cc(-c2ccccc2)sc1NC(=O)C(C)OC(=O)c1cccnc1Cl (stereo unspecified)	11.1	-3.8	-0.2
O=C(COC(=O)[C@@H]1CCCN1S(=O)(=O)c1ccc(Cl)cc1)NC12CC3CC(CC(C3)C1)C2	-19.1	-0.4	0.0
O=C(O)CCSc1nnc(SCC(=O)NCC(F)(F)F)s1	-10.4	-29.7	-0.4
CCOC(=O)c1c(NC(=O)COC(=O)CCS(=O)(=O)c2ccc(C)cc2)sc(C)c1C	13.7	-3.8	-0.1
COC(=O)C(C)NC(=O)c1ccc(C(C)(C)C)cc1 (stereo unspecified)	-3.0	22.3	0.1
COc1ccc(/C=C2\SC(=O)N(CC(=O)NNC(=O)c3ccccc3O)C2=O)cc1OC	-5.9	-2.2	0.1
